ABHD5-PLIN5 inh: ABHD5-PLIN5 protein interaction inhibition | Q00G26+Q8WTS1 | Split G. princeps luciferase complementation, luminescence, 4 h | hit rate 0.78% among 360,000 | inhibition, % at 4 µM;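 active = inhibition above the mean inhibition across every tested compound plus 3 SD, cut at about 22% in these data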;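 note: 0% = DMSO only wells and the 100% control is not disclosed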
NCOA2 inhibitor: human SRC2 (NCOA2) inhibition. inhibition, % at 9 µM. HEK293 GAL4-SRC2 luciferase reporter, luminescence. Q15596. AID 651957. hit rate 0.17% among 370,000;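 active = inhibition above the mean inhibition of all tested compounds plus 3 SD, set per campaign, cut at about 52% in these data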;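 note: 0% = DMSO treated cells and 100% = cells given Gossypol at 36 µM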
MC4R ag barr: activates human MC4R beta-arrestin recruitment; P32245; U2OS MC4R beta-arrestin complementation, luminescence; percent of melanotan II response, DMSO zero; activation, % at 8.9 µM; hit rate 0.98% among 360,000; AID 540308;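 active = activation above a per-plate cutoff, the mean activation of sample wells on that plate plus 3 SD, cut at about 8% in these data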
NOD2 RIPK2 PPI: blocks binding of human NOD2 to RIPK2. CHO BLA complementation NOD2-RIPK2, CCF4 ratio. AID 624267. inhibition, % at 4.98 µM. hit rate 0.38% among 360,000. O43353; in the data active = inhibition above about 21%;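 note: 0% = vehicle only and 100% = reference blocker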
Glyco luc inh: N-linked glycosylation inhibition. D54 ERlucT glycosylation luciferase reporter, 24 h; percent of 100 nM tunicamycin response. reporter increase, % at 12.5 µM. hit rate 0.23% among 360,000. AID 588692;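 active = mean luciferase reporter signal, scaled so untreated is 0 and the glycosylation-blocking control 100, at or above a set limit in every replicate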;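 note: luciferase carries N-glycosylation sites so blocking glycosylation raises the light; 0% = median of neutral control wells and 100% = median of 100 nM tunicamycin wells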
ABCB6 inh MLPCN: blocks the human ABCB6 transporter. fluorescence ratio to DMSO, % at 10 µM. AID 602162. Q9NP58. hit rate 0.19% among 360,000. K562-ABCB6 porphyrin accumulation, flow cytometry, 1 h; active compounds read low;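 active = fluorescence ratio to DMSO below 75%, the collection mean minus 3 SD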;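 note: signal is porphyrin accumulated inside mitochondria; 100% equals median channel fluorescence of DMSO control wells; lower ratio means ABCB6 inhibition with less porphyrin fluorescence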
Cardio protect: protects H9c2 cardiomyocytes from peroxide injury | H2O2 injury protection, ATPLite, 2 h | protection from H2O2 cell death, % at 20 µM | hit rate 0.63% among 360,000;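 active = compounds giving at least 50% protection of heart cells from peroxide-induced death in the single-dose screen, raw or plate-pattern-corrected value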;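 note: 0% = DMSO wells with peroxide and 100% = DMSO wells without peroxide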
TLR9-MyD88 block: inhibitors of human TLR9-MyD88 binding; inhibition, % at 4.98 µM; CHO BLA complementation TLR9-MyD88, CCF4 FRET ratio; Q9NR96+Q99836; hit rate 0.21% among 340,000;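 active = inhibition above the mean over all tested compounds plus 3 SD, cut at about 21% in these data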;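 note: 0% = DMSO only wells and 100% = clavulanate BLA inhibitor control wells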
m5-HT2A agonist: activates the mouse 5-HT2A serotonin receptor; P35363; CHO-K1 mHTR2A beta-arrestin complementation, luminescence; percent of 30 µM serotonin response; activation, % at 7.6 µM; hit rate 0.66% among 360,000;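 active = activation above a run cutoff, the mean activation of all tested compounds plus 3 SD, cut at about 14% in these data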;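 note: 0% = plate median of compound wells and 100% = 30 µM serotonin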
MC4R antag cAMP: human MC4R antagonism in cAMP assay; P32245; MC4R-expressing cells, MTII-stimulated cAMP, LANCE TR-FRET; inhibition, % at 6.5 µM; hit rate 0.48% among 360,000; AID 540295;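 active = inhibition above its plate's cutoff, the mean of tested wells on that plate plus 3 SD, cut at about 29% in these data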;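 note: 0% = Melanotan II alone and 100% = Melanotan II plus saturating MCL0020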
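System: U2OS cells stably expressing human melanocortin 4 receptor (MC4R). Reagent: Melanotan II challenge after compound preincubation. Doses: 6.5 µM. Times: 30-min compound, 1-h challenge, 1-h detection, room temperature. Measured by: TR-FRET with Eu-cAMP and labeled anti-cAMP, 671 nm. Replicates: singlicate.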
The depositor's hits bear a star; · = no result given.

molecule | ABHD5-PLIN5 inh | NCOA2 inhibitor | MC4R ag barr | NOD2 RIPK2 PPI | Glyco luc inh | ABCB6 inh MLPCN | Cardio protect | TLR9-MyD88 block | m5-HT2A agonist | MC4R antag cAMP
O=C(C1CCN(S(=O)(=O)c2cccs2)CC1)N1CCc2ccccc2C1 | -11 | -14 | -0.9 | 2 | -3 | 96 | -2 | 17 | -7 | 3
CCC(C)(C)n1nnnc1C(c1ccc2ncccc2c1)N1CCCC(C)C1 (stereo not given) | -1 | 5 | -3.5 | -6 | -1 | 102 | 8 | -2 | -6 | 0
COc1ccccc1C1CN(c2ccccc2)N=C1c1cccs1 (stereo not given) | -4 | -13 | -1.6 | 6 | -2 | 103 | -9 | -8 | -2 | 10
CCN(CC)S(=O)(=O)c1ccc(N/N=C(\C)c2ccncc2)c([N+](=O)[O-])c1 | -2 | -20 | -0.7 | -7 | -2 | 96 | -5 | -1 | 2 | 3
N#Cc1cc2c(nc1SCc1cccnc1)CCC2 | 7 | -19 | 1.4 | -4 | -2 | 97 | 14 | -1 | -3 | 2
O=C(CSc1nnc(Cc2ccccc2)n1Cc1ccco1)NC12CC3CC(CC(C3)C1)C2 | 10 | 3 | 0.3 | 3 | -4 | 98 | -4 | 1 | -1 | 11
COC(=O)c1ccc(NC(=S)NC2CC3CCC2C3)cc1 (stereo not given) | -4 | -67 | -0.4 | 4 | -1 | 94 | -7 | 3 | -3 | 5
Cc1ccsc1C(=O)NC1CCCCC1C (stereo not given) | 5 | 0 | -1.1 | -2 | -1 | 101 | -2 | 4 | 6 | -2
CC(=O)c1ccc(S(=O)(=O)NCCOc2ccccc2)cc1 | -4 | 8 | -1.6 | 2 | 0 | 96 | -3 | -7 | -3 | 2
Cc1cccc(C)c1Nc1c(-c2ccc(N3CCOCC3)cc2)nc2cnccn12 | 4 | -5 | -1.8 | 20 | -2 | 95 | -6 | 20 | 3 | 8
CCCCn1cnc2c(SCCc3ccccc3)nc(N)nc21 | -4 | -64 | -3.3 | 2 | -3 | 98 | -2 | 8 | -5 | 3
CC1=C(C#N)C(c2ccc(O)cc2)C2=C(CC(C)(C)CC2=O)N1 (stereo not given) | 3 | 13 | -2.9 | -3 | -1 | 96 | -6 | 2 | -3 | -3
O=C(Nc1ccc(F)c(Cl)c1)Nc1csc2ccccc12 | 0 | -3 | 0.7 | -5 | -11 | 94 | -16 | -6 | 3 | 2
O=C(Oc1ccc(Cl)cc1)N1CCOCC1 | 4 | -51 | -1.0 | 3 | 2 | 95 | -2 | 6 | 7 | 8
O=C(O)CSc1c(O)c2ccccc2[nH]c1=O | -11 | -17 | -1.9 | -12 | -1 | 100 | -4 | -4 | 0 | 3
COc1ccc(C2/C(=C(\O)c3ccc4c(c3)OCCO4)C(=O)C(=O)N2Cc2cccnc2)cc1 (stereo not given) | 1 | 3 | -0.9 | 10 | 0 | 94 | -4 | 4 | 0 | 15
Cc1nc(SCc2ccc(F)cc2)n[nH]1 | -4 | -4 | -1.5 | 0 | 3 | 100 | 5 | -7 | 7 | -2
CCOc1ccc(N2CC(C(=O)Nc3ccc4c(c3)OCO4)CC2=O)cc1 (stereo not given) | 1 | 12 | 1.6 | -3 | 1 | 102 | -2 | -5 | 2 | 1
O=S(=O)(/N=C(/Nc1nccs1)c1ccc(F)cc1)c1ccccc1 | 1 | -7 | -0.3 | 2 | -1 | 96 | 0 | -3 | -3 | -4
Cn1c(SCC(=O)Nc2nccs2)nnc1-c1cccnc1 | 0 | -21 | 1.6 | -11 | 4 | 100 | 6 | -10 | 4 | -3
N#Cc1ccc(-c2ccc(Cl)cc2)nc1SCC(=O)c1cccc(Cl)c1 | -2 | -28 | -2.2 | -6 | 0 | 142 | -20 | 2 | 0 | 2
CNC(=O)c1sc2nc(-c3ccc(OC)cc3)cn2c1C | 0 | -52 | -0.2 | 3 | -5 | 90 | -11 | 2 | 2 | 5
Cc1ccccc1NC(=O)/C(C#N)=C\c1cccnc1 | -1 | -5 | 0.2 | -11 | 2 | 99 | 22 | 0 | 1 | 1
COc1cccc(/C=N/NC(=O)c2cc3c(OC)ccc(OC)c3[nH]2)c1O | -18 | 36 | -1.6 | 5 | 0 | 104 | 45 | -2 | -5 | -3

One compound at a time, as listed above.
`CNC(=O)c1sc2nc(-c3ccc(OC)cc3)cn2c1C` is listed with ABHD5-PLIN5 inh: 0; NCOA2 inhibitor: -52; MC4R ag barr: -0.2; NOD2 RIPK2 PPI: 3; Glyco luc inh: -5; ABCB6 inh MLPCN: 90; Cardio protect: -11; TLR9-MyD88 block: 2; m5-HT2A agonist: 2; MC4R antag cAMP: 5
`COc1cccc(/C=N/NC(=O)c2cc3c(OC)ccc(OC)c3[nH]2)c1O` is listed with ABHD5-PLIN5 inh: -18; NCOA2 inhibitor: 36; MC4R ag barr: -1.6; NOD2 RIPK2 PPI: 5; Glyco luc inh: 0; ABCB6 inh MLPCN: 104; Cardio protect: 45; TLR9-MyD88 block: -2; m5-HT2A agonist: -5; MC4R antag cAMP: -3

(more compounds)
molecule | ABHD5-PLIN5 inh | NCOA2 inhibitor | MC4R ag barr | NOD2 RIPK2 PPI | Glyco luc inh | ABCB6 inh MLPCN | Cardio protect | TLR9-MyD88 block | m5-HT2A agonist | MC4R antag cAMP
COc1cc2c(cc1OC)C(=O)C(Br)CC2 (stereo not given) | 82* | · | -1.6 | -4 | 13 | 97 | -17 | 0 | -3 | -13
COCC1COS(=O)(=O)NC1(C)C (stereo not given) | 0 | 17 | -0.2 | 3 | 2 | 99 | 2 | 8 | 1 | 2
O=C(O)c1cccc(NC2=C(n3nnc4ccccc43)C(=O)c3ccccc3C2=O)c1 | 0 | -3 | -1.2 | -1 | 6 | 99 | -7 | -6 | 0 | -16
CCOC(=O)c1ccc(NC(=O)CSc2nccn2C)cc1 | -14 | -56 | -2.5 | -4 | 0 | 98 | 2 | 0 | 2 | -3
Cc1cccc(-c2cnc(C(O)c3ccc(-c4ccccc4)cc3)[nH]2)c1 (stereo not given) | -15 | -16 | -1.7 | 1 | 1 | 96 | -11 | · | 0 | 16
O=C(COc1ccccc1)N1CCN(S(=O)(=O)c2ccc(Br)cc2)CC1 | 4 | -5 | -1.8 | 1 | -2 | 98 | -1 | -8 | 7 | 7
Cn1c(=O)c2c(nc(NCCOc3ccc(F)cc3)n2C)n(C)c1=O | 7 | 0 | 4.3 | 7 | -1 | 95 | 6 | -9 | 5 | 11
CCc1ccccc1NC(=S)N(CCN1CCOCC1)Cc1ccccc1F | 1 | -19 | 0.9 | 3 | -1 | 86 | 4 | 18 | 2 | 2

Other records follow.
Structure,ABHD5-PLIN5 inh,NCOA2 inhibitor,MC4R ag barr,NOD2 RIPK2 PPI,Glyco luc inh,ABCB6 inh MLPCN,Cardio protect,TLR9-MyD88 block,m5-HT2A agonist,MC4R antag cAMP
CCCc1cc(=O)c2ccc(OC/C(C)=N/O)cc2o1,-7,10,0.2,-6,-3,101,0,-4,-4,-4
Cc1ccc(-n2c(P(C)(=O)O)nc3ccccc32)cc1,7,-28,-1.6,6,-1,102,-4,3,-1,-6
O=C(CCN1CCN(c2ccccc2)CC1)c1ccc(Cl)cc1,4,-6,-2.7,8,0,100,-14,-4,-3,11
COc1ccc(NC(=O)N(C)C[C@@H]2Oc3ncc(Br)cc3C(=O)N([C@@H](C)CO)C[C@@H]2C)cc1,5,11,1.0,-10,3,100,3,-8,-1,1
CN(C(=O)COC(=O)c1ccccc1SCC(=O)N1CCCC1)c1ccccc1,-7,-21,-0.1,-13,0,100,3,-7,3,17
Cc1ccc(S(=O)(=O)NCc2ccccc2)cc1C(=O)N1CCN(S(=O)(=O)c2ccccc2)CC1,-3,-4,-2.3,11,-3,96,4,4,0,-3
CCOc1ccc(NC(=O)CCn2cccc2)cc1,8,-11,0.5,-2,3,101,7,-4,0,5
Cc1cnc(C(=O)OC(C(=O)c2c[nH]c3ccccc23)c2ccccc2)cn1 (stereo not given),6,5,-1.0,-15,1,100,8,10,-3,-4
CC(C)(C)CC(C)(C)NC(=S)N1CCN(Cc2ccc3c(c2)OCO3)CC1,3,20,0.5,-1,-1,97,6,-3,2,-4
COC(=O)c1ccc(NS(=O)(=O)c2ccc(OC)cc2)cc1,-1,4,0.3,-6,1,98,0,5,1,9
COc1cccc(/C=N/n2nnc3c(cnn3-c3ccccc3)c2=O)c1,1,-6,-0.3,-14,0,97,-21,2,-2,5
CC(C)C[C@@H](NC(=O)[C@H]1CCCN1C(=O)Cc1ccccc1)C(N)=O,-6,-19,0.4,4,1,100,0,11,1,12
CC1(C(=O)Nc2ccc(Cl)c(Cl)c2)CCN1C(=O)Cc1ccc(-c2ccccc2)cc1 (stereo not given),-3,·,-0.5,-5,-2,98,-17,·,-6,1
CNC(=O)/C(C#N)=C/c1c(N2CCCCCC2)nc2c(C)cccn2c1=O,5,3,-2.6,-4,0,101,6,-8,2,3
O=C(CCn1c(=S)[nH]c2cc3c(cc2c1=O)OCO3)NCc1cccc(Cl)c1,-8,10,-3.8,7,1,96,-1,-17,-3,15
COC(=O)c1cccc(CN2C(=O)SC(Nc3ccccc3)C2=O)c1 (stereo not given),-7,-43,-1.2,0,0,100,-1,7,2,28
CCOc1ccccc1NC(=O)Nc1ccc(CC#N)cc1,-5,-17,-3.2,6,0,101,4,-3,-6,-4
COc1ccc(/C=N/N2CCN(c3ccc(Cl)cc3)CC2)cc1,-10,-4,-0.8,-5,0,98,-1,-5,3,-3

Ordered by value in MC4R antag cAMP (lowest first): 3 from the list above
smiles	ABHD5-PLIN5 inh	NCOA2 inhibitor	MC4R ag barr	NOD2 RIPK2 PPI	Glyco luc inh	ABCB6 inh MLPCN	TLR9-MyD88 block	m5-HT2A agonist	MC4R antag cAMP
COc1ccc(/C=N/N2CCN(c3ccc(Cl)cc3)CC2)cc1	-10	-4	-0.8	-5	0	98	-5	3	-3
CNC(=O)/C(C#N)=C/c1c(N2CCCCCC2)nc2c(C)cccn2c1=O	5	3	-2.6	-4	0	101	-8	2	3
O=C(CCn1c(=S)[nH]c2cc3c(cc2c1=O)OCO3)NCc1cccc(Cl)c1	-8	10	-3.8	7	1	96	-17	-3	15

Assay outcomes from PubChem.

This is a subset; the hit share may differ from the screen's.
